PfG6PD inh: PfG6PD (Plasmodium falciparum) enzyme inhibition. inhibition, % at 20 µM. PfGluPho enzyme, NADPH resazurin-diaphorase fluorescence. hit rate 0.78% among 350,000. AID 504690;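 active = inhibition reaching at least a set limit at 20 µM in the primary screen, cut at about 59% in these data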;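 also: 0% = DMSO wells with substrate and 100% = DMSO wells lacking glucose-6-phosphate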
SENP1 FRET inh: blocks the human SENP1 SUMO protease catalytic domain | hit rate 0.21% among 360,000 | recombinant SENP1 catalytic domain, CyPet-SUMO1-YPet FRET cleavage | Q9P0U3 | inhibition, % at 10 µM | AID 624204;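 active = inhibition at least 30% at 10 µM, raw YFP signal under a set limit, fluorescence ratio 0.5 to 1.5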;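 also: 0% = enzyme with DMSO and 100% = no enzyme wells; some results filed as inactive read as strong as hits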
Target sequence (Q9P0U3 419-644 limits assumed): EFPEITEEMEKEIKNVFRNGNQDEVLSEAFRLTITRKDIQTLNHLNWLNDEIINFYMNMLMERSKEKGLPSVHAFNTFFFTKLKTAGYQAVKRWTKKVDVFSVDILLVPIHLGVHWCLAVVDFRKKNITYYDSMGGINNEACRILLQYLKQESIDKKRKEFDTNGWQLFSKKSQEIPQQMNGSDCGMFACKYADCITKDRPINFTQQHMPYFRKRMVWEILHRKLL
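Assay system: hSENP1 catalytic domain, recombinant. Amount: SENP1 enzyme, 20 pM final. Schedule: 50 min reaction, RT, dark. Technique: FRET, CFP and YFP emission. Control set: no-enzyme wells low, DMSO-plus-enzyme wells high control.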
Apaf1 inhib: blocks human Apaf-1 apoptosome activity | hit rate 0.71% among 330,000 | reconstituted apoptosome caspase-3 activity, DEVD-Rh110 fluorescence | inhibition, % at 20 µM | O14727; active = inhibition of at least 40% at 20 µM;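 also: plate controls were DMSO wells for no effect and DEVD-CHO caspase inhibitor wells for full effect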
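Material: biochemical Apaf-1 apoptosome reconstitution. Medium: Hepes buffer, pH 7.5. Also added: cytochrome c activation, bis-DEVD rhodamine 110 substrate. Timing: 30 min compound preincubation, 50 min activation, room temperature. Measured by: rhodamine 110 fluorescence at Ex 480/Em 540 nm.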
SENP8 block-1: inhibitors of human SENP8 protease; recombinant SENP8, Nedd8 substrate fluorescence; hit rate 0.64% among 360,000; AID 602440; inhibition, % at 20 µM; Q96LD8; in the data active = inhibition mostly above about 40%, no sharp cut-off; inactive = mostly below about 27%
Target sequence (Q96LD8 whole entry, looked up): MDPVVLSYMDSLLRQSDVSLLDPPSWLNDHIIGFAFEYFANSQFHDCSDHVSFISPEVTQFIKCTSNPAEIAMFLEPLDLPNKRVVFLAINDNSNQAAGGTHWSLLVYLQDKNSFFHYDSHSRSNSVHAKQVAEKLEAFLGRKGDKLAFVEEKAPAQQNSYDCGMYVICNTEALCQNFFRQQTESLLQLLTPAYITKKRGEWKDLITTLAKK
SENP6 inh: inhibitors of human SENP6 protease. inhibition, % at 10 µM. hit rate 1.8% among 330,000. Q9GZR1. AID 2599. Recombinant SENP6 catalytic domain, aminoluciferin luminescence;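 active = inhibition above about 50% at the single tested dose, limit read from the data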;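 also: plate controls were DMSO wells with enzyme for no effect and DMSO wells lacking enzyme for full effect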
SENP7 block: inhibitors of human SENP7 protease | recombinant SENP7, Z-RLRGG-aminoluciferin luminescence, 40 min | inhibition, % at 5 µM | hit rate 1.5% among 330,000 | AID 434973;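 active = inhibition above about 50% at the single test dose, limit read from the data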;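 also: plate controls were DMSO with enzyme for no effect and no enzyme buffer wells for full effect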
Target sequence (Q9BQF6 706-1050 limits assumed): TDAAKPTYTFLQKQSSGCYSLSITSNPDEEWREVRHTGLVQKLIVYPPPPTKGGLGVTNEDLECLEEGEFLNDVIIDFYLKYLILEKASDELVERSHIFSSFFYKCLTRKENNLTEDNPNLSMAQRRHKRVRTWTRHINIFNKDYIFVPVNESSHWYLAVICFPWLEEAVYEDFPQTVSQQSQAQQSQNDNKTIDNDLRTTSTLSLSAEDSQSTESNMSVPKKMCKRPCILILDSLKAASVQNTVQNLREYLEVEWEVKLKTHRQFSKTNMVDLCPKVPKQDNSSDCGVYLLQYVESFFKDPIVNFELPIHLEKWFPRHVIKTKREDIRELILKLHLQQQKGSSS
HKDC1 inhibitor: HKDC1 (human) hexokinase inhibition. Q2TB90. recombinant HKDC1, G6PDH/diaphorase resazurin coupled fluorescence. inhibition, % at 20 µM. hit rate 0.16% among 340,000. AID 493160;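 active = inhibition above about 35% when tested at 20 µM, limit read from the data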;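 also: plate controls were DMSO wells with enzyme for no effect and DMSO wells lacking enzyme for full effect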
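Test system: recombinant HKDC1 (HK5) hexokinase enzyme, produced in-house; Amount: enzyme 5 µg/mL final; Buffer or medium: Tris pH 8.0 buffer with MgCl2, Tween-20, BSA, BME; Reagent: glucose and ATP substrates; Doses: 20 µM test compound, 1% DMSO; Incubation: 90 min reaction incubation at room temperature, dark; Detection: resorufin fluorescence at 613 nm.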
SENP8 block-2: SENP8 protease inhibition; Q96LD8; purified SENP8, Z-RLRGG-aminoluciferin cleavage, luminescence; inhibition, % at 10 µM; hit rate 1.2% among 330,000; AID 2540; in the data active = inhibition above about 50%
* marks the source's active call; other numbers are inactive results; x = not tested or not shown. Outcome played no part in choosing rows; overall some 3.6% were active at least once.

SMILES	PfG6PD inh	SENP1 FRET inh	Apaf1 inhib	SENP8 block-1	SENP6 inh	SENP7 block	HKDC1 inhibitor	SENP8 block-2
O=C(C1=C(O)C(=O)N(CCN2CCOCC2)C1c1ccc([N+](=O)[O-])cc1)c1cc2ccccc2o1 (configuration not stated)	3.5	-5.2	-1.9	-7.2	0.9	0.9	3.7	6.1
CSC1=N/C(=C/c2cccnc2)C(=O)N1Cc1ccccc1	4.4	0.2	-1.6	-441.1	4.9	-4.9	-4.6	-9.3
S=C(Nc1ccc(N2CCOCC2)cc1)Nc1ccc2nc(-c3ccco3)c(-c3ccco3)nc2c1	58.6	-25.1	41.3*	-81.2	7.6	3.5	16.9	12.5
CC1CCCCN1c1nnc(NC(=O)Cn2c(=O)oc3ccccc32)s1 (configuration not stated)	-10.8	-1.2	12.7	10.3	-5.5	5.4	-0.1	-7.2
CCOC(=O)C1=C(C)N=C2SC(C)C(=O)N2C1c1ccccc1 (configuration not stated)	-5.5	2.1	2.6	11.1	-10.8	-3.1	-8.1	-2.8
CCc1c(C)nc2cc(-c3ccccc3)[nH]n2c1=O	3.8	-0.3	-6.0	-142.7	1.3	2.7	-3.9	-7.5
O=c1c2[nH]c3ccccc3c2nc2n1CCCS2	-3.4	3.8	0.1	-20.0	19.5	3.2	-7.5	0.8
Cc1nn(-c2cc(Cl)ccc2Cl)c(C)c1C(=O)O	-14.2	-0.8	-7.4	9.2	-7.3	-18.0	-8.8	-3.3
COc1ccc(CCNC(=O)CCCCC(=O)NCCc2ccc(OC)cc2)cc1	-16.9	-1.1	-6.0	10.5	6.3	6.3	-1.0	1.5
NS(=O)(=O)c1cc(Cl)c(Cl)c(S(N)(=O)=O)c1	-13.4	1.3	3.5	-0.4	-12.2	2.6	-5.7	-1.1
Cn1cc(S(=O)(=O)N2CCN(c3cccc(C(F)(F)F)c3)CC2)c(=O)n(C)c1=O	2.4	1.1	-11.3	9.0	-2.3	-1.7	-2.7	2.6
Cc1nc2ccc(C(=O)O)cc2c2c1CC(CN)O2 (configuration not stated)	-4.5	-9.8	-13.8	-33.3	5.3	1.4	-0.8	9.4
CCOC(=O)C1CCCN(Cc2ccccc2Cl)C1 (configuration not stated)	6.4	2.5	-15.2	29.3	-7.0	0.3	-9.5	-7.1
O=C(Nc1ccccn1)c1onc2c1CCCC2	2.4	0.5	3.0	10.0	86.7*	94.3*	-9.5	84.0*
CNC(=O)c1ccc(NC(=O)/C=C/c2cccc(F)c2)cc1	-2.9	-0.9	6.4	1.0	5.1	-1.5	-7.0	-4.6
COc1ccc(S(=O)(=O)N(CCCN2CCOCC2)Cc2cccc(OC)c2OC)cc1	-13.5	1.9	8.5	27.1	-31.3	-4.1	-1.2	-7.1
CCOC(=O)CCCn1nc(C)n2c(cc3sccc32)c1=O	-2.2	1.1	4.5	6.4	3.3	9.3	1.8	2.8
CCOc1ccc(C(C)=O)cc1COC(=O)c1cnc(Cl)c(Cl)c1	2.8	3.3	-26.9	18.9	-17.4	-2.3	0.6	-11.1
CN(C(=O)c1ccc(NC(=O)Cc2ccccc2)cc1)c1ccccc1	-5.8	1.0	14.8	8.1	54.5*	60.8*	-5.3	41.2
CCCCNCCS(=O)(=O)NCc1ccccc1OC	-7.3	0.0	x	10.2	x	x	-2.1	x
O=C(O)c1ccc(-n2c(/C=C/c3ccccc3)nc3ccccc3c2=O)cc1	-13.6	-0.4	7.3	-27.6	9.2	10.3	2.0	2.2
CCOC(=O)[C@@H]1[C@H]2COc3cc(OC)ccc3[C@@H]2N2C(=O)N(c3ccc(Br)cc3)C(=O)[C@]12C	-2.0	-0.5	16.1	35.5	-3.6	-1.6	0.1	-1.1
COc1cccc(NC(=O)CSc2nnc(-c3ccco3)c(-c3ccco3)n2)c1	34.8	3.5	23.9	34.5	11.2	9.5	12.8	13.1
O=C(NCc1ccccc1)C1CCC1	-21.8	0.1	-6.2	18.0	-8.7	-7.4	-6.9	-6.3
CC(=O)Nc1nc2ccccc2n1CCOc1ccccc1	-1.7	-1.6	1.5	11.6	-4.2	-6.2	0.0	-1.1
CN1C(=S)SC(N(O)C(=O)Nc2ccccc2)C1(C)C (configuration not stated)	2.7	1.1	-8.5	16.6	7.6	4.3	-0.7	5.0
COc1cccc(C(C)N(C)Cc2nc(-c3ccoc3)oc2C)c1 (configuration not stated)	-21.8	-6.0	5.4	5.1	-10.1	3.5	2.8	3.6
Oc1ccccc1OCCOc1ccccc1OCCOc1ccccc1O	16.8	2.9	17.6	13.0	-1.2	7.3	-2.3	-3.3
N#Cc1ccc(S(=O)(=O)NC2CCCCNC2=O)cc1 (configuration not stated)	8.6	-0.5	-0.5	19.8	12.5	-7.5	2.9	-5.4
CC[C@H]1CN2CCc3cc(OC)c(OC)cc3[C@@H]2C[C@@H]1C[C@H]1NCCc2cc(OC)c(OC)cc21	4.4	-3.9	6.1	-7.6	-8.4	-2.0	-8.9	-5.9
CCN(C(=O)CSc1ccc2ccccc2c1)C1CCS(=O)(=O)C1 (configuration not stated)	-4.2	0.0	-3.4	9.1	12.1	4.2	12.7	2.3
COc1ccc(N2C(=O)CC(NC3CC3)C2=O)cc1 (configuration not stated)	6.1	-2.7	9.0	37.3	-16.7	-0.6	-5.9	-0.3
NNC(=O)c1ccc(COc2cccc3cccnc23)cc1	-0.6	1.5	0.0	-55.0	2.3	6.8	-0.1	1.5
Cc1ccc(OC(=O)CN2C(=O)c3ccccc3C2=O)cc1C	-1.9	1.6	8.1	2.4	-10.5	-8.1	-2.6	-3.7
O=C(Nc1ccc(Br)cc1F)c1ccc2c(c1)N(Cc1ccccc1)C(=O)CS2=O (configuration not stated)	25.3	1.6	2.0	12.3	1.0	-6.0	-0.5	3.5
CN(C(=O)COc1ccccc1)c1nnc(-c2cccnc2)s1	12.8	-4.4	0.4	-1.6	2.9	-5.4	3.5	-3.3
COc1ccc(C(=O)COC(=O)c2nn(C)c(=O)c3ccccc23)c(OC)c1	-5.0	0.6	17.7	6.3	-14.1	-5.8	-5.3	-3.7
CCCS(=O)(=O)c1c(S(=O)(=O)CCC)c2c(C)cccn2c1C(=O)N/N=C/c1cc(O)cc(O)c1	-25.8	-16.5	-8.6	-32.7	-6.3	0.0	-37.8	7.3
CCCc1nc(SCC(=O)O)c2sc(=S)n(-c3ccccc3)c2n1	-46.8	4.1	8.2	13.0	-7.6	5.2	4.9	2.3
COc1ccccc1CNC(=O)c1ccc(C)s1	-3.9	-3.1	-7.0	5.1	3.3	6.7	-3.5	4.9
CC1CC(C)CN(S(=O)(=O)c2ccc3c(c2)oc(=O)n3CC(=O)N2CCOCC2)C1 (configuration not stated)	-6.9	3.1	9.8	13.6	-10.5	-11.4	0.0	-12.9
COc1ccc(CN2CCN(C(=O)c3cccs3)CC2)cc1Br	-16.0	3.0	0.8	22.4	22.0	4.9	5.5	-3.9
CCOc1ccc(CCNC(=O)COC(=O)c2c(OC)cccc2OC)cc1OCC	-6.0	0.7	-1.7	6.5	-16.0	-3.2	2.4	-4.9
O=C(Nc1ccc(Cl)cc1)Nc1ccccc1NS(=O)(=O)c1cccs1	-33.6	2.0	5.0	-15.3	13.9	1.4	15.6	-3.8
Cc1cc(C)n(-c2ccc(C(=O)Nc3ccc(C)c(S(=O)(=O)N4CCOCC4)c3)cc2)n1	-11.1	-1.3	-8.7	10.4	4.1	1.8	11.2	1.0

2 entries from above, set out differently.
SMILES: CCCc1nc(SCC(=O)O)c2sc(=S)n(-c3ccccc3)c2n1
  PfG6PD inh: -46.8; SENP1 FRET inh: 4.1; Apaf1 inhib: 8.2; SENP8 block-1: 13.0; SENP6 inh: -7.6; SENP7 block: 5.2; HKDC1 inhibitor: 4.9; SENP8 block-2: 2.3

SMILES: COc1ccccc1CNC(=O)c1ccc(C)s1
  PfG6PD inh: -3.9; SENP1 FRET inh: -3.1; Apaf1 inhib: -7.0; SENP8 block-1: 5.1; SENP6 inh: 3.3; SENP7 block: 6.7; HKDC1 inhibitor: -3.5; SENP8 block-2: 4.9

More results follow:
SMILES	PfG6PD inh	SENP1 FRET inh	Apaf1 inhib	SENP8 block-1	SENP6 inh	SENP7 block	HKDC1 inhibitor	SENP8 block-2
CCc1nc(-c2ccccc2)cc(=O)[nH]1	-13.2	-1.8	-12.5	-3.7	1.4	-2.5	5.1	3.5
CCOC(=O)C1=C(N)OC2=C(C(=O)CC(C)(C)C2)C1c1ccccc1OCC#N (configuration not stated)	17.1	0.2	1.8	19.9	0.5	10.4	19.3	-2.8
COc1ccc(NC(=O)C2CC(=O)n3cnnc3S2)cc1 (configuration not stated)	-2.5	0.8	0.1	25.5	4.3	1.1	1.3	0.3
OCCN(CCO)c1ncnc2c1oc1ccc(Br)cc12	-7.2	-1.3	5.8	-34.2	-7.2	-0.5	-6.0	1.9
CC1=C(C(=O)N(C)C)C(c2cccc(Cl)c2)NC(=O)N1 (configuration not stated)	-12.3	6.4	-5.0	5.4	-23.2	-3.6	-2.0	-7.2
COc1ccc(NC(=S)N2CCN(c3ccccn3)CC2)cc1OC	8.7	2.3	0.4	23.7	5.2	-1.0	-6.3	-2.6
Cc1cc(Cn2nc(-c3ccccc3)cc2C(=O)NCC2CC2)on1	1.2	-1.8	-1.9	18.9	-10.8	3.6	-0.3	2.3
CCC(C)NCCOc1cc(C)cc(C)c1C (configuration not stated)	3.0	0.2	-5.1	14.4	-12.1	7.8	-2.3	-4.9
Cc1ccc(C(=O)NCC(=O)NCC(=O)OCc2ccc(Oc3ccc([N+](=O)[O-])cc3)cc2)cc1	-1.3	-0.3	25.1	27.6	-17.0	-1.7	3.0	1.3
Cc1cc(-c2nc3c4c5c(sc4[nH]c(=O)n3n2)CCC5)c(C)o1	-3.6	-1.9	18.3	2.7	-139.9	0.1	0.6	-1.6
CCOc1nc(CC)nc(NC(=O)NS(=O)(=O)c2ccccc2Cl)n1	-17.8	-0.5	6.6	17.4	3.2	-14.7	6.1	-9.8
CCCN(CCC)S(=O)(=O)c1cccc(C(=O)Nc2ccc3c(c2)OCO3)c1	20.3	2.2	11.3	1.0	-28.4	-7.0	4.1	-7.6
O=C1CN(C(=O)c2cccc(F)c2)C(c2ccc(F)cc2)c2cc(F)ccc2N1 (configuration not stated)	17.5	-0.3	7.5	12.3	2.9	1.4	4.2	-1.8
COc1ccc(C2=NN(CN3C(=O)C(=O)c4ccccc43)C(c3ccc(Br)cc3)C2)cc1 (configuration not stated)	-6.7	-0.9	8.4	5.2	-10.5	80.6*	-5.5	-5.4

Copied from above for reference:
SMILES	PfG6PD inh	SENP1 FRET inh	Apaf1 inhib	SENP8 block-1	SENP6 inh	SENP7 block	HKDC1 inhibitor	SENP8 block-2
CCc1nc(-c2ccccc2)cc(=O)[nH]1	-13.2	-1.8	-12.5	-3.7	1.4	-2.5	5.1	3.5
CCOC(=O)C1=C(N)OC2=C(C(=O)CC(C)(C)C2)C1c1ccccc1OCC#N (configuration not stated)	17.1	0.2	1.8	19.9	0.5	10.4	19.3	-2.8

Screens: PubChem BioAssay, Sanford-Burnham Center for Chemical Genomics
